Source: PubChem (several laboratories)
PTPN22 inh 2: inhibitors of human LYP (PTPN22) phosphatase; inhibition, % at 2 µM; AID 640; Q9Y2R2; recombinant LYP catalytic domain, DiFMUP fluorescence; 96,000 compounds, 0.21% hits;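 active = inhibition at 2 µM at or above a set limit, the screen mean plus 3 SD, cut at about 24% in these data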;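 note: 0% = DMSO with enzyme and 100% = enzyme fully blocked by orthovanadate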
Target sequence (Q9Y2R2 whole entry, looked up, the tested form may be a part): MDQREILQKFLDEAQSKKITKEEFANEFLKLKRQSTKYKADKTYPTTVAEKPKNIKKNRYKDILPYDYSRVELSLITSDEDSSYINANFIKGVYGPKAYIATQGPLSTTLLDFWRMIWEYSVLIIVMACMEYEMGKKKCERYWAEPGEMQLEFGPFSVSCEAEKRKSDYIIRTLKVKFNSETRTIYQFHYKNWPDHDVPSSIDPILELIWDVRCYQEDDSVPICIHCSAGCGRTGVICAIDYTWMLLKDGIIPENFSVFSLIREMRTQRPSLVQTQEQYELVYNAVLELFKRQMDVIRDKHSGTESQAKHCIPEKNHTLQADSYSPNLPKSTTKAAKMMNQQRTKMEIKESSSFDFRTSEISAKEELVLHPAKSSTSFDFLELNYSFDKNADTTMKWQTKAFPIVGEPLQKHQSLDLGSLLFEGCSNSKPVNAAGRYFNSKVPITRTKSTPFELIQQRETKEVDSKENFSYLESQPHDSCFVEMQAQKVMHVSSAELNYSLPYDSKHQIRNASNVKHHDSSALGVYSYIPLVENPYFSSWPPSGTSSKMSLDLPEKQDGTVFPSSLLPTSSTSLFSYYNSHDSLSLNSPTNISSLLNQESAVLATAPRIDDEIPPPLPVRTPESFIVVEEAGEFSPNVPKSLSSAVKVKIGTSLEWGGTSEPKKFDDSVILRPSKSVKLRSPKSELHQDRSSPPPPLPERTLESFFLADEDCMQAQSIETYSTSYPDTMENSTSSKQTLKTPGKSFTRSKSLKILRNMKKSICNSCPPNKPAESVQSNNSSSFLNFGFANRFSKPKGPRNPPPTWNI
E coli WT exp: blocks growth of wild type E. coli BW25113; 98,000 compounds, 0.15% hits; growth inhibition, % at 100 µM; OD600 absorbance; AID 710;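 active = growth inhibition above about 50% at one test dose, limit read from the data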;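 note: growth measured after 20 h incubation at 37 °C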
PostGolgi ctrl: growth of the yeast control strain, post-Golgi counter-screen. efflux-deficient yeast background strain, growth absorbance A615, 16 h. inhibition, % at 10 µM. 98,000 compounds, 5% hits
PostGolgi yeast: growth inhibition of a yeast mutant, post-Golgi transport screen | post-Golgi transport phenotypic cell assay | inhibition, % at 10 µM | 98,000 compounds, 0.9% hits;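 note: yeast cells grown in 1536-well plates; yeast grown about 18 h at 30C before absorbance read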
DAT uptake mod: modulates human dopamine transporter uptake under cocaine | Q01959 | 110,000 compounds, 1.3% hits | B-score at 10 µM | AID 449768 | LLC-PK1 hDAT cells, [14C]-dopamine uptake with cocaine IC80; actives deviate in either direction;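 active = Z score or B-score, a plate-position-corrected score, falls beyond the plate's 99.7% confidence bounds, in either direction; inactive = both scores lie inside the 99.7% bounds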;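 note: scored against the spread of the other compound wells on the same plate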
CYP2C9 inh: human CYP2C9 inhibition | AID 777 | inhibition, % at 5 µM | 96,000 compounds, 20% hits | CYP2C9 Supersomes, luciferin-H conversion, luminescence;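 active = blocking of liver enzyme CYP2C9 beyond about 50% at 5 µM, limit read from the data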; note: values of inactives mirror those of a sister screen read the other way
Pyk2 oligo antag: antagonists of human Pyk2 oligomerization; Q14289; Q293 cells, Pyk2 FERM NanoBiT luminescence; hits give low values; z-score (the deposit names both 25 µM and 10 µM); 99,000 compounds, 0.83% hits; AID 1347419;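 active = Z-score of -3 or lower, scaled per plate to the spread of control and sample wells; inactive = z-score above -3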;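 note: negative z-score means lost luminescence so less FERM oligomerization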
LYP act: activators of human LYP (PTPN22) phosphatase; Q9Y2R2; recombinant LYP, DiFMUP fluorescence; 0 = plate median, 100 = signal doubled; activation, % at 2 µM; 96,000 compounds, 0.11% hits;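 active = activation at 2 µM above a set limit, the mean plus 5 SD, cut at about 37% in these data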
CYP2C9 activ: activators of human CYP2C9; AID 1024; activation factor at 5 µM; recombinant CYP2C9, luciferin-H conversion, luminescence; hits give high values; factor 1 = untreated enzyme, 0 = blocked; 96,000 compounds, 1.4% hits;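 active = activation factor of 2 or more for CYP2C9 at a 5 µM dose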;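 note: 0 = sulfaphenazole-blocked wells and 1 = vehicle-only wells; values of inactives mirror those of a sister screen read the other way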
* = called active by the depositor; . = no result given. Cut-off read from the data, not from the text of the source, unless noted: active = inhibition above about 30%; inactive = the rest.

SMILES | PTPN22 inh 2 | E coli WT exp | PostGolgi ctrl | PostGolgi yeast | DAT uptake mod | CYP2C9 inh | Pyk2 oligo antag | LYP act | CYP2C9 activ
COc1ccc(C(C)n2c(C)c3c(C)nnc(C)c3c2C)cc1 (centres undefined) | 5.7 | 4.0 | 2.4 | -16.6 | 0.936 | 3.7 | 1.58 | -1.7 | 1
COc1ccc(OC)c(N/C=C2/CCCCC2=O)c1 | -7.4 | -1.0 | 5.9 | 0.3 | 0.822 | 55.1* | -0.01 | 5.5 | 0.4
O=C(O)c1cc(-c2cccnc2)nn1-c1ccccn1 | . | -7.0 | -7.6 | -0.7 | 0.0506 | 3.9 | 0.19 | . | 1
CCOc1ccc(Nc2nc(NCCN3CCOCC3)nc(OC)n2)cc1 | 9.2 | 6.0 | -8.9 | 3.6 | -0.41 | 7.3 | 0.58 | -7.2 | 0.9
CC1CCN(C(=O)CSc2nnc(Cc3cc(=O)[nH]c(=O)[nH]3)n2-c2ccc(Cl)cc2)CC1 | -4.2 | 2.0 | -5.0 | 1.5 | -0.534 | 3.6 | . | 3.0 | 1
Cc1ccc(C(C2=C(O)CC(C)(C)CC2=O)C2C(=O)CC(C)(C)CC2=O)s1 (centres undefined) | -6.9 | 10.0 | 2.0 | -9.6 | -0.212 | 9.5 | 0.47 | 9.7 | 0.9
COn1c2c(c3c4no[n+]([O-])c4ccc31)CCCC2 | 6.0 | 2.0 | 14.5 | -1.0 | -0.76 | 6.4 | -0.29 | -5.6 | 0.9
O=C(COC(=O)C1=COCCO1)Nc1ccccc1Oc1ccccc1 | 3.5 | -1.0 | 10.5 | . | -0.939 | 42.1 | -0.67 | -6.4 | 0.6
O=C(CSc1nnnn1-c1ccccc1)NC(=O)NCc1ccco1 | 3.7 | 4.0 | 4.9 | -9.8 | 0.684 | -36.3 | -0.19 | -3.1 | 1.4
Cc1cnc(N)c2c(=O)oc3ccccc3c12 | . | 1.0 | -1.1 | -5.6 | -1.6 | -102.3 | . | . | 2*
Oc1ccc(Oc2ccc3c(C(F)(F)F)cc(C(F)(F)F)nc3n2)cc1 | 3.6 | 6.0 | 9.8 | 9.2 | -0.629 | 2.1 | -1.26 | 0.5 | 1
Cc1cccc(C)c1OCc1nnc(SCC(=O)NCc2ccccc2)o1 | -12.4 | 9.0 | 4.3 | -3.4 | 0.838 | 31.3 | 2.91 | 7.8 | 0.7
O=c1c2ccccc2nc(SCc2nc(-c3ccccc3)no2)n1-c1ccc(F)cc1 | . | -19.0 | 11.4 | 1.0 | -0.0934 | 58.6* | . | . | 0.4
O=C(OC(C(=O)NCc1cccs1)c1ccccc1Cl)c1ccco1 (centres undefined) | 1.3 | -8.0 | 13.6 | 0.3 | 2.2 | 91.1* | -0.33 | -0.7 | 0.1
c1ccc2c(C[n+]3csc4ccccc43)cccc2c1 | 4.8 | -14.0 | 9.8 | 9.2 | . | 76.7* | -0.27 | -2.2 | 0.2
CCc1nc(N2CCCCC2C)c2oc3ccccc3c2n1 (centres undefined) | -3.9 | 9.0 | 24.5 | 17.7 | 0.00472 | 5.3 | -0.77 | 2.9 | 0.9
CCC(CC)C(=O)c1c[nH]c(C(=O)NCCCN2CCOCC2)c1 | 9.1 | 0.0 | -3.2 | 8.2 | . | 13.3 | 0.35 | -6.5 | 0.9
CCOCCCNC(=O)C(NC(=O)CNC(=O)c1ccccc1)c1ccccc1 (centres undefined) | -2.0 | 1.0 | 0.3 | 10.4 | 0.0446 | -25.0 | 1.13 | 1.6 | 1.3
CCOC(=O)c1ccc2c(c1)nc(SC/C(O)=C(\C#N)c1nc3ccccc3[nH]1)n2CC | . | -20.0 | -18.1 | 1.1 | 1.12 | 14.0 | -0.43 | . | 0.9
COCCN(Cc1cc2ccc(C)cc2n2nnnc12)Cc1nnnn1C(C)(C)C | 6.5 | . | . | . | -0.0423 | . | 0.36 | -6.9 | .
Cc1ccnc(NC(=O)C2CCCN(S(=O)(=O)c3cnc[nH]3)C2)c1 (centres undefined) | 7.8 | -3.0 | -0.5 | -0.2 | -0.653 | 58.3* | . | -8.8 | 0.4
O=c1c2ccccc2n2cnnc2n1-c1ccccc1 | 0.0 | -3.0 | 3.2 | -12.0 | -1.03 | 4.5 | 0.55 | -0.2 | 1
COc1ccc(Oc2ccc3c(C(F)(F)F)cc(C(F)(F)F)nc3n2)cc1 | -6.5 | -8.0 | 3.7 | -3.4 | 0.779 | -0.3 | -0.55 | 9.0 | 1
CCCN1C2=C(C(=O)CC(C)(C)C2)C(c2ccc(F)cc2)C2=C1c1ccccc1C2=O (centres undefined) | 5.4 | -11.0 | 4.7 | 0.3 | . | 74.6* | -0.28 | -2.5 | 0.3
CCOC(=O)CC1Sc2ccccc2NC1=O (centres undefined) | -2.2 | 7.0 | 0.1 | -1.4 | 0.135 | -14.3 | -0.29 | -0.1 | 1.1
CCOc1ccccc1C(=O)NC(C)c1ccc2c(c1)OCO2 (centres undefined) | 6.4 | 1.0 | 23.2 | -2.5 | 0.0295 | -45.3 | -1.15 | -7.5 | 1.5
CCOC(=O)C(=O)/C(=C\N(C)C)c1onc(-c2ccccc2Cl)c1C(=O)OC | 11.3 | -5.0 | 11.6 | 0.6 | -0.122 | 66.6* | -0.42 | -8.3 | 0.3
CC(C)NS(=O)(=O)c1cccc2nsnc12 | -11.7 | 12.0 | -5.3 | -4.3 | -0.312 | -10.2 | 0.23 | 11.0 | 1.1
Cc1ccc(CN2CC34C=CC(O3)C(C(=O)NCc3ccco3)C4C2=O)cc1 (centres undefined) | -3.5 | 5.0 | -2.0 | 3.2 | -1.55 | 15.7 | 1.81 | 1.7 | 0.8
COC(=O)c1cc(Br)ccc1OC(=O)c1cccnc1 | -6.3 | 0.0 | -0.3 | 4.6 | -0.0835 | 22.8 | 0.56 | 4.0 | 0.8
COc1cccc(NC(=O)CCNC(=O)Cn2ccc3ccccc3c2=O)c1 | 2.9 | -3.0 | -0.2 | -6.6 | -0.00391 | 70.8* | 0.09 | -0.5 | 0.3
OC1CCCCC1Sc1nc2ccccc2s1 (centres undefined) | -7.5 | 9.0 | 11.8 | 2.0 | -0.597 | 39.9 | 1.25 | 11.9 | 0.6
NC(=O)c1ccc(Cc2ncc(C(F)(F)F)cc2Cl)s1 | 2.6 | 1.0 | 27.1 | -5.9 | -0.329 | 3.8 | -0.59 | 0.6 | 1
COC(=O)c1sccc1NC(=O)c1ccco1 | -7.0 | . | . | . | -1.13 | 1.7 | 0.56 | 1.6 | 1
COc1ccc(-c2[nH]ncc2-c2cnn(-c3ccccc3)c2)c(O)c1 | -19.9 | 1.0 | 14.9 | 17.4 | 0.691 | 82.4* | 0.2 | 17.3 | 0.2
O=C(CCC1CC(=O)Nc2ccccc21)NCc1ccc(F)cc1 (centres undefined) | 6.4 | 1.0 | 3.0 | -0.8 | 0.539 | -3.5 | 1.81 | -4.8 | 1
CS(=O)(=O)N(CC(=O)N1CCCC1)c1ccc2c(c1)OCCO2 | 12.0 | 0.0 | 3.1 | -8.1 | -0.0146 | 25.3 | -0.42 | -9.0 | 0.7
O=C(NC1CCCCC1)C1CCCN(S(=O)(=O)c2cnc[nH]2)C1 (centres undefined) | 5.1 | 7.0 | 6.1 | -8.6 | -0.00145 | 27.9 | . | -7.8 | 0.7
CCN=C(NCC)SC1CC(=O)N(c2ccc(OC)cc2)C1=O (centres undefined) | -15.1 | -3.0 | 0.0 | -6.7 | 0.541 | -1.9 | 0.11 | 15.8 | 1
COc1ccc(-n2c(CSc3nc(C)cc(C)n3)nnc2SCC(=O)Nc2nccs2)cc1 | 3.7 | -1.0 | 6.1 | 17.4 | 0.295 | 47.5 | 0.28 | -4.3 | 0.5
O=C(NCCN1CCOCC1)c1csc2c1CCCCC2 | -5.3 | 11.0 | -1.0 | 9.9 | 0.415 | -12.1 | 1.44 | 5.1 | 1.1
CC1(C)Cc2cccc(OCC(=O)Nc3nccs3)c2O1 | -1.2 | -11.0 | -9.1 | -5.3 | 0.871 | 31.0 | -1.31 | 1.6 | 0.7
CCC(=O)c1ccc(OCCSc2ncccn2)cc1 | -2.9 | 3.0 | -5.4 | -2.4 | 0.488 | -10.0 | 0.76 | 2.3 | 1.1
c1ccc(C2=Nn3c(nnc3-c3cccnc3)SC2)cc1 | -2.6 | -1.0 | 9.6 | 12.1 | -0.947 | -23.3 | -0.26 | 1.9 | 1.2
O=C(CCCOc1ccccc1)N1CCN(S(=O)(=O)c2cccs2)CC1 | 5.7 | 6.0 | 3.7 | 5.1 | -0.572 | 9.7 | 0.51 | -5.1 | 0.9
Cc1ccc(NC(=O)CS(=O)CC(=O)NC(C)CCc2ccco2)cc1Cl (centres undefined) | 2.5 | -6.0 | 46.6* | 8.5 | -0.381 | 16.3 | 0.61 | -2.3 | 0.8
O=C1CCC(=O)N1CCc1c[nH]c2ccccc12 | -6.7 | 5.0 | 9.7 | 5.5 | 0.0618 | -2.3 | 0.33 | 6.5 | 1
CCOc1cc2[nH]c(=S)n(CC3CCCN3CC)c(=O)c2cc1OCC (centres undefined) | . | 7.0 | 12.9 | -3.8 | 0.468 | -5.7 | 0.01 | . | 1.1
COc1ccc(S(=O)(=O)CCC(=O)NCCc2cccc(C)c2)cc1 | -4.0 | 4.0 | 0.6 | 4.9 | -0.314 | 12.0 | -1.02 | 1.4 | 0.9
O=C(CSc1nnc(-c2ccccc2Cl)n1Cc1ccco1)Nc1ccc2c(c1)OCCO2 | -12.6 | -12.0 | 11.5 | 1.1 | -0.541 | 93.4* | -0.85 | 12.2 | 0.1
O=C(Nc1ccc(N2CCOCC2)cc1N1CCOCC1)c1ccco1 | 3.2 | -4.0 | 44.0* | -7.3 | 0.399 | -9.4 | -0.35 | -3.6 | 1.1
CCc1cc2cc(C)cc(C)c2nc1SCC(=O)N1CCCC1 | 4.5 | . | . | . | 0.0258 | . | -0.47 | -5.8 | .
Cc1cccc(C(=O)NC(=S)N2CCN(C)CC2)c1 | -16.3 | 12.0 | -3.2 | 2.5 | -0.714 | 5.1 | 0.88 | 18.4 | 0.9
Cc1ccc(-c2cc(C(=O)O)n[nH]2)o1 | -6.7 | 5.0 | 1.9 | 14.2 | 1.14 | -1.3 | -0.52 | 5.3 | 1
CCOc1ccc(-n2cc(C(=O)Nc3cccc(OC)c3)c3cc(OC)c(OC)cc3c2=O)cc1 | 8.0 | -9.0 | -0.9 | 5.8 | 2.39 | 43.2 | -0.27 | -4.4 | 0.6
CC(=O)NCCOc1nc(N(C)C)nc(N2CCOCC2)n1 | . | -1.0 | -2.9 | 5.6 | 0.852 | 5.4 | 1.08 | . | 0.9
CC(C)Nc1oc(-c2cccc3ccccc23)nc1C#N | . | -5.0 | 29.3 | 0.3 | -1.73 | 2.1 | -0.07 | . | 1
COc1ccc(Cl)cc1Nc1nc(-c2sc(NC(=O)c3ccco3)nc2C)cs1 | -5.0 | -10.0 | 14.1 | -9.2 | 0.00342 | 62.5* | . | 8.4 | 0.4
CC1CCN(C(=O)C(Cc2ccccc2)n2cccc2)CC1 (centres undefined) | . | 2.0 | -0.9 | 7.8 | -0.035 | 21.9 | . | . | 0.8
Cn1c(C(=O)N2CCN(Cc3ccc4c(c3)OCO4)CC2)cc2c(=O)n(C)c3ccccc3c21 | 2.8 | -6.0 | 3.3 | -5.2 | 0.69 | 12.4 | . | -5.7 | 0.9

CYP2C9 activ: hit marks shown above
Compound	PTPN22 inh 2	DAT uptake mod	CYP2C9 inh	Pyk2 oligo antag	LYP act	CYP2C9 activ
Cc1cnc(N)c2c(=O)oc3ccccc3c12	.	-1.6	-102.3	.	.	2*
